# Assay outcomes as filed in PubChem BioAssay.
# TDP2 inh – blocks human TDP2 phosphodiesterase activity; O95551; recombinant TDP2, T5PNP hydrolysis, p-nitrophenol absorbance 415 nm; inhibition, % at 12.8 µM; 370,000 compounds, 0.34% hits; AID 720702;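 active = inhibition above the mean of all tested compounds plus 3 SD, set per campaign, cut at about 25% in these data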;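 note: 0% = DMSO with enzyme and 100% = buffer with substrate but no TDP2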
#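 Assay system: recombinant human TDP2 / Reagent: T5PNP substrate at 5 mM, a TopII-DNA adduct mimic / Measured by: epi absorbance from released p-nitrophenol / Evaluation: % inhibition relative to enzyme-containing and enzyme-free wells / Control set: enzyme-free and DMSO wells / Replicates: each compound tested once, singlicate / Schedule: enzyme reaction with compound for 2 h at 37 °C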
# ASAP1 inh – ASAP1 ArfGAP inhibition. AID 624377. ASAP1-stimulated ARF1 GTP hydrolysis, GDP FP detection. Q9ULH1. inhibition, % at 16.5 µM. 360,000 compounds, 0.19% hits; in the data active = inhibition above about 25%;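 note: 0% = vehicle with enzyme and substrate and 100% = no enzyme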
# PLCg1 inh – blocks human PLC-gamma1 enzyme activity. P19174. purified PLC-gamma1, fluorogenic substrate, fluorescence. inhibition, % at 12.2 µM. 370,000 compounds, 0.84% hits. AID 720700; in the data active = inhibition above about 9.5%
# PLC-beta3 inh – blocks human PLC-beta3 enzyme activity | Purified PLC-beta3, fluorogenic substrate, fluorescence | 370,000 compounds, 0.18% hits | inhibition, % at 12.2 µM; in the data active = inhibition above about 11%;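 note: 0% = median of compound wells on plate and 100% = full blocker control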
# ADAM17 inh – ADAM17 inhibition, QFRET primary screen. P78536. AID 720648. inhibition, % at 6.95 µM. 370,000 compounds, 0.83% hits. recombinant ADAM17, EDANS/DABCYL FRET peptide cleavage;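 active = inhibition above the mean of compounds lying between control limits plus 3 SD, set per campaign, cut at about 8.5% in these data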;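 note: 0% = DMSO-only wells as the low control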
# ARFGAP1 inhibitor – inhibitors of rat ARFGAP1; inhibition, % at 16.5 µM; AID 651572; 360,000 compounds, 0.26% hits; Arfgap1-stimulated ARF1 GTP hydrolysis, GDP FP detection; Q62848;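 active = inhibition above a per-plate limit, mean inhibition of low control wells plus 3 SD, cut at about 25% in these data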;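 note: 0% = DMSO wells with enzyme and 100% = wells lacking Arfgap1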
#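 Assay system: Rat Arfgap1 GAP domain (His6, aa 1-136), purified enzyme | Buffer or medium: HEPES 25 mM pH 7.5, NaCl 150 mM, MgCl2, DTT | Schedule: GTP hydrolysis reaction 2 h at 25 °C | Signal: FP of antibody-bound GDP Alexa 633 tracer, ex 620/em 688 nm | Measure: Percent inhibition of Arfgap1-stimulated GTP hydrolysis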
# DDE Tn6 FP inh – inhibitors of Tn6 peptide binding to human fibrin DD(E); P02675; Fibrin DD(E) TRITC-Tn6 fluorescence polarization displacement; inhibition, % at 8.3 µM; 370,000 compounds, 0.21% hits; AID 720509;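 active = inhibition above a per-campaign cutoff: mean of compounds within control limits plus 3 SD, cut at about 15% in these data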;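 note: 0% = median of all compound wells on the plate and 100% = blocking peptide control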
# Target sequence (P02675 whole entry, looked up): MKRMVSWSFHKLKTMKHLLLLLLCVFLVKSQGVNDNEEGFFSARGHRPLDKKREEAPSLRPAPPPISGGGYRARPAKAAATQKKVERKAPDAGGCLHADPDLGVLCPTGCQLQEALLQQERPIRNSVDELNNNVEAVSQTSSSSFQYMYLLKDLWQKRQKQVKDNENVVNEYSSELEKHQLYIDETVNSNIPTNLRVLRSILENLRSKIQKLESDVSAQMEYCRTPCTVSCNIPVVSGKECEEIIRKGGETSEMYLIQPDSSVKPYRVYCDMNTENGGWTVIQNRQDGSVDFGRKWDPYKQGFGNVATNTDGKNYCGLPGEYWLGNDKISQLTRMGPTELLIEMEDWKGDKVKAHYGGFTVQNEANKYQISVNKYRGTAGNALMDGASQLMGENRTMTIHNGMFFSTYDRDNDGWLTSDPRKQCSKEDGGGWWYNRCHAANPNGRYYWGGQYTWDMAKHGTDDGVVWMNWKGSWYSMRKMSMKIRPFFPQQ
# Tn7 DDE FP – disrupts Tn7 cyclic peptide binding to fibrin D-Dimer-E complex; P02675; FP displacement of FITC-Tn7 peptide from fibrin DD(E); 0% = median of compound wells per plate; inhibition, % at 8.3 µM; 370,000 compounds, 0.13% hits; AID 720508;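 active = inhibition above the mean of compounds falling within the control limits plus 3 SD of them, cut at about 14% in these data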;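 note: 0% = plate median of compound wells and 100% = 10 µM Aha-Tn7 peptide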
#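 Measure: % inhibition scaled between sample-field median and high-control FP; Test system: human fibrin DD(E); Quantity: 2 µM final DD(E) protein; Doses: one dose, 8.3 µM nominal; Schedule: compound with protein 10 min, then 3 h after probe, room temperature; Detection: fluorescence polarization; Medium: Tris buffer with calcium and detergent, pH 7.8.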
# ADAM10 inh – inhibits human ADAM10; 370,000 compounds, 0.62% hits; inhibition, % at 7 µM; recombinant ADAM10, EDANS/DABCYL FRET peptide cleavage, 3 h; O14672; AID 720582;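 active = inhibition above a per-campaign cutoff equal to the mean of compounds falling between control-based bounds plus 3 SD, cut at about 20% in these data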;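 note: 0% = DMSO wells while the 100% control is not disclosed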
# Target sequence (O14672 214-748 limits assumed): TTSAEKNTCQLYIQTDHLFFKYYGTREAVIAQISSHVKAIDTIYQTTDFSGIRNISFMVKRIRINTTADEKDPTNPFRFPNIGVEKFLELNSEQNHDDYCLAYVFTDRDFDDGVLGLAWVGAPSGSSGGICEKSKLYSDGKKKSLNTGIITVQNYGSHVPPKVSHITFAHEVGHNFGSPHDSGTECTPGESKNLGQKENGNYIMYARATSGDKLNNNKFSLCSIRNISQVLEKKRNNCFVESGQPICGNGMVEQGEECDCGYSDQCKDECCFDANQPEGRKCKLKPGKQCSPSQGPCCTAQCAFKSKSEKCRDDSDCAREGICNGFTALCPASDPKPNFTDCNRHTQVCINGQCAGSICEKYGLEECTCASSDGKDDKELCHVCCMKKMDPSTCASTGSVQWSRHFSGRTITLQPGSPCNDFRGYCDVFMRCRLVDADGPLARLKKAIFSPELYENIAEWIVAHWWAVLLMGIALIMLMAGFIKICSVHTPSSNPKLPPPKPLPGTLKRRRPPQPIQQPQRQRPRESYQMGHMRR
# SIAE primary – human SIAE inhibition, primary screen. Q9HAT2. SIAE FP-Rh probe binding, fluorescence polarization. inhibition, % at 9.66 µM. 370,000 compounds, 0.69% hits. AID 1053197;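 active = inhibition above a cutoff: mean of compounds within the control limits plus 3 SD of those, cut at about 17% in these data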;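 note: 0% = plate median of compound wells and 100% = probe without SIAE protein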
# Starred values were filed as active, the others as inactive; i = inactive; · = no result given.
smiles	TDP2 inh	ASAP1 inh	PLCg1 inh	PLC-beta3 inh	ADAM17 inh	ARFGAP1 inhibitor	DDE Tn6 FP inh	Tn7 DDE FP	ADAM10 inh	SIAE primary
CC(C)NC(=O)COC(=O)c1ccc(Cl)c(S(N)(=O)=O)c1	-1	14	1	-3	-1	-3	-5	3	0	-3
Cc1cccc(CC(=O)Nc2cc(C)c3c(=O)oc4ccccc4c3n2)c1	4	5	-4	-1	-4	0	1	-1	-23	0
CCCCCC(=O)NCc1c(C(F)(F)F)nn(C)c1N1CCOCC1	-11	-9	-1	-5	-4	-21	-4	-1	-7	-1
COc1ccccc1OCc1ccc(C(=O)NN)o1	5	1	-5	-11	-1	9	-10	2	3	7
O=C(CN1CCCCCC1)Nc1ccccc1C(=O)Nc1ccccc1	-2	-9	-2	-6	-2	4	1	7	-1	-10
O=C(Nc1ccc(F)c(Cl)c1)c1cc(C2CCCN(C(=O)C3CC3)C2)on1 (stereo not drawn)	0	-1	-2	1	-1	8	-7	0	-10	-3
COc1ccc(/C(N)=N/OC(=O)CCc2ccccc2)cc1OC	10	2	0	2	2	6	-8	-6	2	2
CCC(=O)N(Cc1cc2ccc(C)cc2n2nnnc12)C1CCCCC1	-13	-7	-2	-1	-2	19	2	0	-3	1
COC(CNC(=O)CCc1c(C)nc2c(c(C)nn2-c2ccc(C)cc2)c1C)OC	0	6	-65	-98	-50	5	-12	-9	-148	-6
COc1ccc(CN2CCN(Cc3ccc(C(F)(F)F)cc3)CC2)cc1	16	-4	2	-6	-1	5	0	3	1	-2
CC(C)CCN1C(=O)c2ccccc2C1c1nnnn1C(C)C (stereo not drawn)	3	8	3	4	-3	-2	4	-6	-1	-4
CCOc1ccc(CCNC(=O)C2CC(=O)N(CCc3ccc(OC)c(OC)c3)C2)cc1OCC (stereo not drawn)	25*	-4	0	0	-4	-3	13	-7	2	-1
Cn1c(=O)[nH]c(=O)c2c1nc(SCC(=O)O)n2Cc1ccccc1	3	3	-2	-4	-4	9	-3	6	3	-5
COC(=O)c1ccc(C2C(Oc3ccccc3C)C(=O)N2CCc2ccc(OC)c(OC)c2)cc1 (stereo not drawn)	-13	13	8	6	4	8	2	-1	11	-9
O=C1[C@@H](C2CCCCC2)[C@@H]2c3ccccc3C=NN2[C@@H]2c3ccccc3C=NN12	10	·	-1	-4	-2	·	-5	0	-5	1
O=C(NC1CCCCC1)C(c1ccccc1F)N(Cc1ccco1)C(=O)Cn1nnc2ccccc21 (stereo not drawn)	14	1	-1	-2	-3	2	0	6	-4	-2
Cc1cccc(C)c1NC(=O)Cn1nnnc1N	3	-1	2	-4	-2	-7	-6	2	0	-2
CC(O)CNc1ncnc2nc[nH]c12 (stereo not drawn)	3	0	-4	-1	-4	3	-2	1	-5	-5
CCCC(=O)N1CCCC1(C)C(=O)NCc1c(F)ccc(C)c1F (stereo not drawn)	-4	-1	2	0	-5	-8	-6	1	-15	1
Nc1nc(SCC(=O)c2ccc(F)cc2)n[nH]1	5	3	1	3	-2	-6	0	-6	-4	-2
COc1ccccc1N1CCN(C(=O)c2[nH]c(C(F)(F)F)nc2-c2ccccc2)CC1	8	-7	-1	-3	-7	-3	-5	2	-11	1
CCN(CC)S(=O)(=O)c1cc(NS(=O)(=O)c2cccs2)ccc1C	6	-3	1	-2	-6	-1	0	-1	-12	7
COc1ccc(C)cc1NC(=O)CCCN1C(=S)NC(C)(C)CC1C (stereo not drawn)	-3	-4	-1	-4	-5	-2	9	5	-7	2
COc1ccc(-c2noc(CCCc3ccccc3)n2)cc1OC	4	12	5	-1	4	7	-3	1	15	-5
CCCCCCCCN1C(=O)[C@@H](CC(=O)NCc2cccc3ccccc23)C[C@@]2(C(=O)OC)C1=C[C@H](C(C)(C)C)O[C@@H]2C	-2	-7	-6	0	-5	-2	-3	0	-13	-5
COc1ccc(C(=O)NNC(=S)NC(=O)c2cccnc2)cc1	17	-14	2	-4	-2	4	0	-1	3	8
CCc1ccc(Nc2nnc(SCC(=O)N(C)CC(=O)Nc3ccccc3CC)s2)cc1	-2	6	3	5	3	2	-2	-2	9	5
O=C(Nc1ccccn1)[C@@H]1CCC(=O)N1C(=O)OCc1ccccc1	-7	9	0	1	-2	-7	-2	-4	-7	2
NC(=O)COc1ccc(NC(=O)CC23CC4CC(CC(C4)C2)C3)cc1	-2	12	3	-8	-3	-10	-1	-2	-7	-4
O=C(O)c1ccc([N+](=O)[O-])c(CS(=O)(=O)c2ccccc2)c1	-2	6	-1	-2	-1	8	-3	-2	-2	-2
Cc1c(C(=O)NCc2ccccc2C(F)(F)F)sc(=O)n1Cc1ccc(F)cc1	-7	6	0	0	3	2	6	-2	4	-7
C[C@@H]1CN([C@@H](C)CO)C(=O)c2cc(Br)cnc2O[C@H]1CN(C)C(=O)Cc1cccnc1	2	1	2	5	-4	5	7	-6	-10	-11
Cc1cccc(C)c1NC(=O)CSc1ncnc2[nH]ncc12	-8	5	-4	-3	-1	-17	3	11	-20	-1
CCOC(=O)C1=C(c2ccccc2)Nc2ncnn2C1c1cccc(OC)c1OC (stereo not drawn)	-4	-1	2	2	1	5	-1	-3	9	-1
Cc1ccc2sc(N3CCN(CCNC(=O)c4ccco4)CC3)nc2c1C	-12	9	-3	-2	-4	-1	7	-2	2	3
CCN1C(=O)[C@H]2[C@@H](c3ccc(-c4ccc5c(c4)OCO5)cc3)N3CCC[C@@]3(C(=O)OC)[C@H]2C1=O	11	10	-361	i	-12	-2	-1	-9	-59	4
Cc1cc(C(=O)COC(=O)COc2ccc(C#N)cc2)c(C)n1C1CC1	-5	5	-3	-5	0	-4	-1	7	-8	2
COc1cc(/C=N/NC(=O)CSc2nc3ccccc3n2C)cc(OC)c1OC	-4	8	1	1	-5	5	-7	1	1	0
COc1ccccc1OCC(=O)NCCS(=O)(=O)N1CCN(c2ccc(F)cc2)CC1	-25	0	0	-7	-5	-6	5	-5	0	-3
CCC1CCCCN1CCCNC(=O)c1ccc(/C=C2/Sc3ccccc3NC2=O)cc1 (stereo not drawn)	8	-12	-93	-133	-6	10	-5	-5	-2	-12
CCn1c(CN2CCOCC2)nnc1SCC(=O)Nc1ccc(C)cc1	0	-6	1	-9	-3	0	4	-6	-5	-8
COC(=O)c1ccc(C)c(NC(=S)NCc2ccc(Cl)cc2)c1	10	-14	2	3	1	8	5	3	3	1
O=C(CSc1cccc[n+]1[O-])Nc1cc(Cl)ccc1[N+](=O)[O-]	-2	5	6	-3	-5	-3	-2	0	-15	4
Cc1cc(C)cc(Cn2c3ccc(NC(=S)NCc4ccccc4F)cc3c(=O)n2C)c1	-3	0	-437	i	-298	4	0	11	i	14
C=C[C@@H]1c2ccccc2N(S(=O)(=O)c2ccc(C)cc2)[C@H](c2ccccc2)C1(C#N)C#N	5	16	2	4	2	0	-6	-3	9	-5
O=C(NC1CC1)C1CCCN1C(=O)NC1CCCCC1 (stereo not drawn)	-6	-9	0	4	3	1	-2	-7	1	-4
c1ccc(COc2ccc(-c3cc4nc(NCc5ccc6c(c5)OCO6)ccn4n3)cc2)cc1	1	5	-85	-130	-26	5	-1	-4	-97	-13
O=C(Nc1ccc2c(c1)OCCO2)N1CCN(c2ccccc2)CC1	2	0	7	1	0	0	-2	-10	-5	-5
Cc1onc(-c2ccccc2Cl)c1C(=O)N(C)C1CCCCC1	7	-10	1	2	0	3	-10	-1	-1	6
COc1cc(C(=O)NC(C)c2ccccc2)ccc1OCC(=O)N1CCOCC1 (stereo not drawn)	-1	-12	1	-2	-3	19	3	-2	-12	-5
Cc1cc(=O)n2[nH]c(COc3ccccc3)nc2n1	8	-3	5	0	-2	3	6	5	0	7
CCCN(CCC)C(=O)CC(c1ccc(F)cc1)c1ccco1 (stereo not drawn)	0	5	-2	-1	-5	0	-6	-7	-4	3
COc1cccc(CN(CC(=O)NC2CCCC2)C(=O)Cn2nnc(-c3cccs3)n2)c1	2	-8	1	-3	-3	4	2	3	3	3
CC(=O)Nc1ccc(Cl)c(C(N)=O)c1	-6	-5	4	5	1	10	3	-7	7	-3
c1ccc2c(c1)ccn2CCCN1CCCCC1	-5	-9	1	1	-4	-4	-1	9	2	5
COc1ccc2nc(SCC(=O)NC3CC3)c(C#N)cc2c1	3	-7	-4	-13	-8	7	-6	3	-9	-4

# Continuation.
smiles	TDP2 inh	ASAP1 inh	PLCg1 inh	PLC-beta3 inh	ADAM17 inh	ARFGAP1 inhibitor	DDE Tn6 FP inh	Tn7 DDE FP	ADAM10 inh	SIAE primary
O=C1C=C(N2CCCCCC2)C2(CCCCC2)O1	-5	1	0	4	0	-4	4	-5	6	5
CCCC1=C(C(=O)OCC)C(c2ccc(NC(C)=O)cc2)NC(=O)N1 (stereo not drawn)	0	-2	-6	-4	-6	-11	11	3	-14	-1
CC(=O)N1c2c(cc(Br)cc2S(=O)(=O)NCC2COc3ccccc3O2)CC1C (stereo not drawn)	7	-7	1	1	-2	2	-4	-1	-2	-2
CCOC(=O)N1CCN(C(=O)CCSc2ccc(C)cc2)CC1	5	3	1	3	-1	-8	0	3	8	-5
ClCC(CNCc1ccccc1)c1ccccc1 (stereo not drawn)	3	-12	-1	-1	-1	-9	10	7	-4	1
CCC(C)C(NC(=O)OCc1ccccc1)C(=O)NCC(c1ccccc1)N(C)C (stereo not drawn)	1	-1	1	-1	-3	13	4	0	8	-3
Cc1ccc(-c2nc3cc(C)c(Br)c(C)n3c2Cc2cccc(F)c2)cc1	-2	7	-34	-32	-1	13	-5	-8	-12	-5

# Only ADAM10 inh, TDP2 inh and ASAP1 inh, for some of the entries so far:
SMILES,ADAM10 inh,TDP2 inh,ASAP1 inh
CC(=O)N1c2c(cc(Br)cc2S(=O)(=O)NCC2COc3ccccc3O2)CC1C (stereo not drawn),-2,7,-7
CCOC(=O)N1CCN(C(=O)CCSc2ccc(C)cc2)CC1,8,5,3
ClCC(CNCc1ccccc1)c1ccccc1 (stereo not drawn),-4,3,-12
